# High-throughput results as filed in PubChem BioAssay.
# Eya2 inh: Eya2 (human) phosphatase inhibition; O00167; recombinant Eya2, OMFP fluorescence dephosphorylation (OMFP is methylfluorescein phosphate); Potency, µM (doses to about 76.9 µM), for the others: top-dose activity, negative = inhibition, hits mostly inhibitors; 0.006% of 330,000 active; AID 488837; also: potency is read from the fitted curve at half-maximal effect
#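 Eya2 protein (added as 0.2 uM solution) was preincubated with compound for 10 min at ambient temperature in 50 mM HEPES pH 7.5, 50 mM NaCl, 5 uM MgCl2, 0.05% BSA, 1 mM DTT. OMFP (added at 50 uM) then reacted 10 min; fluorescence read at 485/525 nm.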
# GALK inhibitor: galactokinase (human) inhibition; P51570; Purified GALK, Kinase-Glo residual ATP luminescence; Potency, µM (series often up to 57.5 µM), for inactives: at the top dose activity change, negative = inhibition, most hits filed as inhibitors; 0.007% of 270,000 active; also: potency is read from the fitted curve at half-maximal effect
#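 Quantitative HTS: GALK 5 nM, ATP 35 uM, galactose 100 uM, 1 h room temperature, then luciferase-based ATP detection.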
# KCNH2 WT inh: KCNH2 (human, wildtype) channel inhibition. Q12809. U2OS, BacMam KCNH2, thallium flux FluxOr; active compounds read low. activity change, % at 1.84 µM. 0.37% of 340,000 active. AID 720551;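 active = maximum activity change below -70%; inconclusive = maximum activity change between -70% and -50%; inactive = maximum activity change above -50%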
# Target sequence (Q12809 whole entry, looked up): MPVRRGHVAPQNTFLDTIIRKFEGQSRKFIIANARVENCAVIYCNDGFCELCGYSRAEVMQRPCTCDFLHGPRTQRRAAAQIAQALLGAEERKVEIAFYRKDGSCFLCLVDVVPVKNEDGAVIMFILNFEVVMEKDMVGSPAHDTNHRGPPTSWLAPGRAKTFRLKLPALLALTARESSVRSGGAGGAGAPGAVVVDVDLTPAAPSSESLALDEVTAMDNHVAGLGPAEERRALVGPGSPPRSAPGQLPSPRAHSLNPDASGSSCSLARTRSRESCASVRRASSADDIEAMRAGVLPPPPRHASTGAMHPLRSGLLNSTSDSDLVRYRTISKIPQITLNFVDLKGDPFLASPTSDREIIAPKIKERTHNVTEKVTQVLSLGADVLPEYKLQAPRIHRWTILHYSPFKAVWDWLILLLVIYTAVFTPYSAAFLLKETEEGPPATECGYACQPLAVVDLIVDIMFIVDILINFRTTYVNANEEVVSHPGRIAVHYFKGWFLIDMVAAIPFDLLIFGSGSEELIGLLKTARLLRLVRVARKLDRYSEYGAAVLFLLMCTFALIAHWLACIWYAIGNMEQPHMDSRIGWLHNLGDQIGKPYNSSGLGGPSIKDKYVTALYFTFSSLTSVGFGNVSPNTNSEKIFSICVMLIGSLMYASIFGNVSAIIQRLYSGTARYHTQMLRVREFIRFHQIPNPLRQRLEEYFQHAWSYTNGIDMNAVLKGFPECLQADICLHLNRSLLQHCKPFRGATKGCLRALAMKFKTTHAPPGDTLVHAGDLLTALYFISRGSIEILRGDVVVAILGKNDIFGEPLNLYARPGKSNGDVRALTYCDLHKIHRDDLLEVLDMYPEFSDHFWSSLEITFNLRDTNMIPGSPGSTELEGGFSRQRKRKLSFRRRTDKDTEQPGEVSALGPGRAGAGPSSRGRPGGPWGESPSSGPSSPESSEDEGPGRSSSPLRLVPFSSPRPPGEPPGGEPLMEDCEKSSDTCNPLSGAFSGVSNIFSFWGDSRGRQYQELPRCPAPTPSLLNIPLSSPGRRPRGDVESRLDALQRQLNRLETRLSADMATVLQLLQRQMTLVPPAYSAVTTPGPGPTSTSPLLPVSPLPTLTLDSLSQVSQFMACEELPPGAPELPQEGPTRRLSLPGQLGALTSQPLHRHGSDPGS
#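 U2OS cells transduced with wild-type KCNH2 virus are loaded with FluxOr dye for 45 min, and thallium flux is measured in kinetic reads before and after stimulation buffer. Rate constants are normalized to DMSO controls.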
# FBPA coupling cs: coupling enzyme interference in Giardia aldolase counter-screen | coupling enzyme system counterscreen, AmpLite Red fluorescence | activity change, negative = inhibition, % at 58.2 µM, hits read low | 0.67% of 290,000 active | AID 2472; in the data active = activity change below about -30%
#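 Compounds tested against the coupling enzymes alone at 57.5 uM final; readout was AmpLite Red fluorescence (525/598 nm) after 20 min at RT.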
# uPA generation: blocks generation of uPA at the cell surface | cell surface uPA generation assay, qHTS | 0.31% of 330,000 active | Potency, µM (titrated, usually from 38.3 µM), without a hit: at the top dose activity change, negative = inhibition, usual class: inhibitors; active = well fitted inhibition curve with a large enough effect; inconclusive = small, poorly fitted or top-dose-only effect; inactive = no such curve, though single readings can be large or run the other way; tested in mouse RAW 264.7 cells; also: potency is read from the fitted curve at half-maximal effect; nearly all actives have a fitted effect of over 55% in size
# B2AR arrestin: beta2AR (human) beta-arrestin recruitment activity; beta-arrestin recruitment to beta2AR, cell-based reporter; Potency, µM (series often up to 46.1 µM), for inactives: at the top dose activation, hits mostly activators; 0.02% of 330,000 active; P07550;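 also: potency is read from the fitted curve at half-maximal effect; 0% = DMSO controls and full agonism = EC100 isoproterenol or metaproterenol; nearly all actives have a fitted effect of over 65% in size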
# BCR signal inh: blocks chronic active B-cell receptor signaling; Potency, µM (series often up to 46.1 µM), for inactives: top-dose ratio change, negative = lower green/red ratio, actives largely listed as inhibitors; ABC-DLBCL IkBa-CBG/CBR reporter, luminescence ratio, 4 h; AID 493014; 0.05% of 340,000 active; active = well fitted inhibition curve with a large enough effect in the signal ratio, with a control signal flat, not every such curve was filed as active; inconclusive = small, poorly fitted or top-dose-only effect, or effect the other way, or a change in a side signal; the % refers to the signal ratio;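 also: potency is read from the fitted curve at half-maximal effect; plate controls were basal doxycycline-induced cells for no effect and cells given 10 µM MG132 for full effect; MG132 reads +100%, hits lower the ratio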
#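 Cell line TMD8 (human ABC DLBCL), stably expressing tet-inducible CBG68-IkBa fusion and CBR; IMDM/0.5% FBS; cpd up to 46 uM; dox induction, 4 h, 37C/5% CO2; dual luminescence; green/red ratio; MG132 control.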
# PKM2 activator: increases activity of human pyruvate kinase M2 | P14618 | purified PKM2, Kinase-Glo ATP luminescence, activation; response scale: 0% is enzyme alone, no compound | Potency, µM (titrated, usually from 57.5 µM), inactives show at the highest dose activation, actives largely listed as activators | 0.34% of 260,000 active | AID 1631; also: potency is read from the fitted curve at half-maximal effect; nearly all actives have a fitted effect of over 55% in size
#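 Purified hPK-M2 (>95% pure) converted ADP (0.1 mM final) to ATP with 0.5 mM PEP in 50 mM imidazole pH7.2, KCl, MgCl2, Tween 20, BSA; 1 h at room temperature. ATP detected by Kinase-Glo luminescence.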
# KCNH2 3.1 inh: KCNH2 3.1 (human) potassium channel inhibition; U2OS KCNH2 3.1, thallium flux FluxOr; active compounds read low; activity change, % (tested at about 1.8 µM); 0.95% of 340,000 active; AID 720553;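 active = maximum activity change below -70%; inconclusive = maximum activity change from -70% to -50%; inactive = maximum activity change above -50%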;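 also: thallium influx rate constant from kinetic fluorescence after stimulation buffer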
#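 We transduce U2OS cells with the mutant 3.1 virus, culture them overnight, load FluxOr with Red40 quencher for 45 min, then add stimulation buffer and read kinetically for 2 min to derive a normalized rate constant.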
# Giardia killer: Giardia lamblia killing. Giardia lamblia trophozoite viability. activity change, % at 7.66 µM, hits read low. 0.15% of 340,000 active; in the data active = activity change below about -80%; inconclusive = between about -30% and that limit;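 also: parasites exposed to compound for two days anaerobically before the ATP read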
#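 ATP-content bioluminescence gauges trophozoite survival. Cells (100/well) receive compound and incubate anaerobically for 48 hrs at 37 deg C; detection reagent follows for 15-30 min at room temperature.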
# USP2a block: inhibitors of human ubiquitin-specific protease USP2a; O75604; USP2 core, Ub-CHOP2 coupled fluorogenic reporter, 485/531; Potency, µM (top dose mostly 38.3 µM), inactives show top-dose activity change, negative = inhibition, most hits filed as inhibitors; 0.01% of 330,000 active; AID 463254;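 also: potency is read from the fitted curve at half-maximal effect; plate controls were DMSO wells for no effect and full inhibition by NEM control for full effect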
#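 Deubiquitinase activity read as fluorescence (485/531 nm) after Ub-CHOP2 cleavage activates the enterokinase reporter on its substrate; USP2 core 10nM, Ub-CHOP2 and substrate 25nM each, 30min compound preincubation then 60min RT; data normalized to NEM, curves fitted.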
# An asterisk follows results filed as active; ? = inconclusive; · = no result given; & = joins results of further samples; [ ] = remark or other dose. Unless noted, calls follow the shape of the dose curve; as a rule, active = well fitted curve in the direction sought with a large enough effect; inconclusive = small, poorly fitted or top-dose-only effect, or another doubt; inactive = no such curve, though single readings can be large; an effect the other way counts as inactive or inconclusive. Unless noted, % is scaled to controls: 0 for no effect and ±100 for the full control effect.
SMILES,Eya2 inh,GALK inhibitor,KCNH2 WT inh,FBPA coupling cs,uPA generation,B2AR arrestin,BCR signal inh,PKM2 activator,KCNH2 3.1 inh,Giardia killer,USP2a block
C=CCNC(=O)CN1CCC(O)(c2ccccc2)CC1,0.2%,-0.4%,2.9,0.8,6.8%,0.4%,-1.5%,-5.9%,-4.7,-20.5,-11.2%
Cc1cccc(NS(=O)(=O)c2ccc(C(=O)NCC3CCCO3)cc2)c1C (configuration not stated),-7.0%,-8.6%,-4.4,·,-2.8%,-1.9%,-0.1%,0.0%,1.0,-7.5,0.1%
COc1ccc(CCCc2n[nH]c(=S)o2)c(C)c1,-0.4%,6.0%,·,18.6,-2.7%,0.0%,13.1%,-14.8%,-1.2,20.5,-2.4%
COc1ccc(CCNC(=O)[C@@H](NC(=O)N2CC(=O)Nc3ccccc32)C(C)C)cc1OC,2.4%,-3.0%,-9.2,·,1.9%,-0.3%,-1.0%,·,-5.0,16.9,1.1%
COc1ccccc1NC(=O)Nc1nc(CC(=O)N2CCN(c3ccccc3OC)CC2)cs1,-17.6%,·,4.1,·,-2.8%,0.5%,?,·,-2.1,-22.1,-0.4%
O=C(CNC(=O)c1ccncc1)N/N=C/c1cc(Br)ccc1O,0.4%,-0.1%,3.9,3.3,3.8%,-1.6%,-1.7%,4.8%,·,-21.5,0.5%
O=c1c2c3nc4ccccc4nc3n(/N=C/c3cccs3)c2ncn1-c1ccccc1,-18.2%,-2.6%,·,3.0,·,-0.8%,11.8%,-1.8%,·,·,2.9%
COc1cccc(N/C=C(\C#N)c2ccc(OCCCF)cc2)c1,5.3%,-5.1%,9.0,-0.3,-5.0%,0.1%,?,-0.4%,-16.7,3.9,3.3%
CCCCCCN1CC(O)=C(c2ccccc2)C1=N,-33.7%,-0.8%,-10.4,0.1,-2.9%,-0.4%,?,-4.5%,15.3,-16.7,2.3%
Cc1ccccc1C(=O)Nc1nnc(-c2ccncc2)o1,?,-1.2%,0.1,-2.1,1.3%,0.4%,?,-12.3%,-0.9,?,-2.4%
COc1cc(C(=O)N/N=C/c2ccc(OC)c(CN3CCN(c4ccc(F)cc4)CC3)c2)ccc1O,-0.8%,0.1%,·,-1.8,-2.3%,-0.1%,?,-3.5%,-104.6*,-23.1,-13.7%
COC(=O)COc1ccc(S(=O)(=O)N2CCN(c3ccc(OC)cc3)CC2)cc1,1.4%,0.0%,-6.6,0.1,-2.3%,-0.1%,0.0%,-2.4%,6.0,25.6,-6.0%
O=C(CN1CCCC1)Nc1cc(C(F)(F)F)cc(C(F)(F)F)c1,-6.7%,-2.9%,-7.9,0.3,4.8%,-0.4%,-8.4%,-6.0%,3.5,9.8,-0.3%
CN(C)CCCNC(NC(=O)/C=C/c1ccccc1)C(Cl)(Cl)Cl (configuration not stated),10.4%,-3.0%,5.6,0.6,-0.1%,-0.3%,-0.3%,1.4%,1.7,-2.5,1.7%
CCC(=O)N1CCc2cc(S(=O)(=O)NC(C(=O)N3CCc4ccccc4C3)C(C)C)ccc21 (configuration not stated),12.1%,0.6%,-3.1,-1.7,4.5%,-4.8%,6.7%,-10.2%,5.7,-2.2,0.4%
Cc1cccc(OCCOCCSc2ncccn2)c1,-4.3%,-4.1%,5.0,-2.7,12.4%,0.1%,?,-7.7%,4.4,0.1,0.3%
N#CCCN1CCN(C(CNS(=O)(=O)c2ccc(Cl)cc2)c2ccccc2)CC1 (configuration not stated),-8.3%,3.8%,37.0,2.4,3.9%,0.2%,4.4%,-0.9%,-0.5,-5.4,-0.1%
COc1cc(-c2nc3ccccc3c(=O)n2N)cc(OC)c1OC,-4.9%,0.0%,-0.1,-1.5,?,-0.2%,-20.7%,5.3%,-0.2,-5.4,6.3%
COc1ccc(CCNc2cc(C)nc3c(-c4ccc(Cl)cc4)c(C)nn23)cc1OC,5.5%,-0.2%,3.1,-5.4,6.4%,0.5%,9.3%,-8.9%,-13.4,3.0,3.3%
CC(C)CCNc1nnnc2c1sc1nc(N3CCOCC3)c3c(c12)CC(C)(C)SC3,8.3%,-1.9%,-10.2,-2.5,1.7%,0.2%,?,-17.3%,-4.9,5.1,1.2%
Cc1ccc(N2CC3=C(C2=O)C(c2ccccc2)NC(=O)N3C)cc1 (configuration not stated),-8.8%,1.5%,14.3,-0.5,5.4%,-0.2%,4.2%,-2.1%,31.8,-5.3,1.9%
O=C(COC(=O)c1c[nH]c2ccccc12)Nc1cccc(F)c1,2.5%,·,-2.5,·,16.9%,-1.2%,?,·,11.5,-8.5,-3.6%
Cn1c(CNC(=O)c2ccco2)nnc1SCC(=O)Nc1ccccc1Cl,-3.1%,·,14.9,·,0.0%,0.4%,-13.5%,·,0.8,-25.1,-0.4%
COc1cccc(C(=O)/C=C/Nc2ccc(NC(C)=O)cc2)c1,2.5%,1.4%,-20.5,-0.5,-4.4%,0.1%,?,-5.7%,-14.1,8.9,1.6%
O=C(COc1ccc(F)cc1Br)NCc1ccccn1,·,1.2%,-1.7,3.6,-0.8%,·,·,1.3%,11.5,-17.1,·
CCCCCCCC/C=C\CCCCCCCC(=O)NCCO,-14.0%&4.8%,·,9.5,2.1&-10.7,0.6%,-0.2%,3.3%,·,-11.7,-7.5,-1.3%
CCCCn1c(N)c(N(CCOC)C(=O)c2ccc3c(c2)C(=O)N(c2ccccc2Cl)C3=O)c(=O)[nH]c1=O,-8.1%,·,-11.6,·,0.6%,-0.2%,-5.4%,·,-2.3,-1.3,-2.1%
CSc1nc2nc(C)c(C/C=C/c3ccccc3)c(=O)n2[nH]1,-5.6%,-1.1%,4.8,7.6,-1.7%,0.3%,10.7%,-1.4%,-5.2,19.9,10.0%
O=C(Nc1ccc(Cl)cc1Cl)C1CCCO1 (configuration not stated),-0.8%,-2.5%,-9.2,3.4,1.9%,-0.2%,1.5%,-1.2%,-7.7,-3.9,-1.5%
CC(C)=CC(=O)Nc1ccc2c(c1)OCO2,·,9.8%,-14.2,-6.8,?,·,·,-26.2%,6.2,-10.7,·
COc1ccccc1N1CCN(/N=C/c2cc(OC)c(OC)c(OC)c2)CC1,4.9%,0.2%,2.6,-3.8,0.4%,2.7%,1.5%,-2.3%,-26.7,2.6,-0.1%
CC(C)c1ccc(C(C(=O)NC2CCCC2)N(C(=O)c2csnn2)C2CC2)cc1 (configuration not stated),-28.3%,3.5%,3.7,5.8,-16.5%,-0.4%,4.7%,·,0.7,0.1,0.6%
COc1ccccc1N(CC(=O)N/N=C/c1ccc(C(=O)O)cc1)S(=O)(=O)c1ccc(C)cc1,5.2%,·,3.6,9.6,0.0%,-0.7%,4.5%,-1.9%,-2.7,1.5,0.6%
O=C(c1ccco1)N1CCN(C(=O)C2Cc3ccccc3CN2S(=O)(=O)c2ccc(F)cc2)CC1 (configuration not stated),-0.5%,5.3%,2.5,0.6,2.6%,-0.2%,0.3%,4.5%,-27.1,-25.0,3.9%
O=C(CN1C(=O)c2cccc3cccc1c23)N1CCc2ccccc2C1,-21.1%,0.7%,0.0,-11.1,-0.8%,-0.2%,-23.4%,7.5%,-7.3,-4.5,-2.9%
Cc1nn(-c2cccc(C(=O)O)c2)c(C)c1[N+](=O)[O-],-15.7%,-0.9%,7.1,0.5,6.4%,-0.3%,-7.1%,-1.1%,4.6,-4.9,1.7%
C1CCc2c(nc3nnnn3c2NC2CCCC2)C1,2.9%,-3.5%,3.3,·,0.5%,-0.2%,5.9%,-2.0%,-21.0,7.6,1.1%
S=c1[nH]nc(-c2cccnc2)n1-c1ccc2c(c1)OCCO2,0.3%,-0.2%,5.9,0.0,-1.8%,0.2%,2.1%,-9.1%,0.3,16.6,3.1%
Cc1cccc(-n2c(-c3ccccc3)c[nH]c2=S)c1C,19.9%,-3.9%,-0.3,-3.1,0.5%,0.5%,8.2%,-6.3%,2.9,9.5,3.1%
O=C(Nc1ccccc1)c1c(F)cccc1F,2.1%,-2.0%,-9.7,-1.2,-0.6%,-0.1%,-15.5%,-21.9%,4.1,-6.0,0.4%
Cc1[nH]c2c(ccc3ccccc32)c1C1C(CCN)C1(C)C (configuration not stated),-3.9%,2.6%,-10.0,-2.3,4.6%,-0.2%,0.7%,2.1%,4.0,-5.9,2.6%
CC(C)(C)CN1CCN(CC#Cc2ccccc2)CC1CCO (configuration not stated),3.9%,0.0%,-4.5,1.1,3.8%,0.2%,?,3.5%,8.3,47.5[activator],3.1%
COc1ccc(-n2c(C)c(C)c3c(NCCO)ncnc32)cc1,-6.9%,2.7%,-8.3,0.0,9.4%,0.1%,-14.6%,·,-0.5,-7.6,-1.0%
O=C(COC(=O)c1ccc[nH]c1=O)Nc1ccc2c(c1)OC(F)(F)O2,-5.7%,·,-0.1,5.6,0.5%,0.1%,-4.3%,6.9%,-6.8,-1.6,2.0%
